PfHsp40 rescue – rescue of PfHsp40-mediated yeast toxicity; S. cerevisiae expressing PfHsp40, growth rescue, ATP luminescence; growth rescue, % at 12.5 µM; actives 0.68% (n = 340,000); in the data active means growth rescue above about 28%, passing the limit was not always enough; inconclusive means no clear call, values can overlap the other calls;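 further: yeast W303a lacking pdr1 and pdr3 grown in galactose medium; growth measured after three days at 30 °C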
TcdB inh – TcdB glycohydrolase inhibition; P18177; TcdB glycohydrolase enzymatic assay, plate reader; inhibition, % at 9.99 µM; actives 0.24% (n = 350,000); in the data active means inhibition above about 10%
Anthrax LF prot – blocks Bacillus anthracis lethal factor protease; P15917; multiplex microsphere protease cleavage assay, LF; inhibition, % at 10 µM; actives 0.12% (n = 360,000); AID 588501; further: plate controls were buffer without enzyme for full effect and enzyme alone for no effect
Target sequence (P15917 whole entry, looked up): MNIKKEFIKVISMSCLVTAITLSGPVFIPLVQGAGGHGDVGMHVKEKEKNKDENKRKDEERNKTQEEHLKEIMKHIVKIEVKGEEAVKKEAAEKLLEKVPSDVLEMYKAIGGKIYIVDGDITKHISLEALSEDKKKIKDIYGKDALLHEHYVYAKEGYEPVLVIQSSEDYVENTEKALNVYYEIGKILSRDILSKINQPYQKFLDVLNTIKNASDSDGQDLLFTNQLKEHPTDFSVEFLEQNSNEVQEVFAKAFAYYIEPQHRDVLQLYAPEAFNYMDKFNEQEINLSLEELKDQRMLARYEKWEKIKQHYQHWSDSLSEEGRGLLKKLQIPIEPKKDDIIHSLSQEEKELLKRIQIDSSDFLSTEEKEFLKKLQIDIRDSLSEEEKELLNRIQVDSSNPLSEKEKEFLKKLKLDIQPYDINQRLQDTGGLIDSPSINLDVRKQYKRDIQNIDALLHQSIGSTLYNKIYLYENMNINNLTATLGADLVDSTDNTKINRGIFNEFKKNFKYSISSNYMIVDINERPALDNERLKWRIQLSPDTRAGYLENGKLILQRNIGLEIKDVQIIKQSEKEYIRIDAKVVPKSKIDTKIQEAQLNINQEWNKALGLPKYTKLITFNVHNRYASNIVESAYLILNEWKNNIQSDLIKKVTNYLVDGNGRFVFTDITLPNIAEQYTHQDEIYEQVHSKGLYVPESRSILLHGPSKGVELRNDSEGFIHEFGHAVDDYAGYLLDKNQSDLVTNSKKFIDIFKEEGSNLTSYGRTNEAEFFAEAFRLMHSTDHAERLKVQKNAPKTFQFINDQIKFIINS
FadD28 FP inh – inhibitors of Mycobacterium tuberculosis FadD28 bisubstrate binding; actives 0.22% (n = 360,000); inhibition, % at 12.5 µM; FadD28 bisubstrate probe binding, fluorescence polarization; in the data active means inhibition above about 8.5%, passing the limit was not always enough; inconclusive means no clear call, values can overlap the other calls
PrPC surface inh – cell surface PrPC inhibition, primary TR-FRET screen; TR-FRET read-out; inhibition, % at 13.8 µM; P04156; AID 720596; actives 0.43% (n = 370,000); in the data active means inhibition above about 24%; further: 0% = median of the test wells and 100% = reference compound wells
Y pestis TopoI – inhibitors of Yersinia pestis topoisomerase I; AID 504884; actives 0.064% (n = 360,000); activity, % at 10 µM; Y. pestis Topo-I cleavage product accumulation, plate reader; in the data active means activity above about 50%, passing the limit was not always enough; inconclusive means no clear call, values can overlap the other calls; further: inactives centre near 2
BoNT-A LC inh2 – BoNT A light chain protease inhibition; multiplex microsphere protease substrate cleavage, flow cytometry; inhibition, % at 10 µM; actives 0.17% (n = 360,000); AID 588499; further: plate controls were buffer without enzyme for full effect and enzyme alone for no effect
BoNT F protease – BoNT F light chain protease inhibition. Multiplex microsphere protease cleavage assay, flow cytometry. inhibition, % at 10 µM. actives 0.22% (n = 360,000). AID 588497; in the data active means inhibition above about 35%, passing the limit was not always enough; inconclusive means no clear call, values can overlap the other calls; further: plate controls were buffer without enzyme for full effect and enzyme alone for no effect
CCHFV vOTU inh – CCHFV vOTU protease inhibition; Pep-AMC fluorescence; inhibition, % at 11.5 µM; actives 0.55% (n = 370,000); in the data active means inhibition above about 30%; further: 0% = vehicle wells with enzyme and 100% = no enzyme wells
An asterisk follows results filed as active; ? = inconclusive; / = no result given. Unless noted, no stated cut-off is given here; in the data, active means inhibition above about 30%; inconclusive means no clear call, values can overlap the other calls; inactive means below that.

(1) CN(C(=O)c1ccc(S(=O)(=O)N(C)C)cc1)c1ccc2ccccc2c1
(2) COc1cc(CNCc2ccccc2)c(Br)cc1OC1CCCC1
(3) CCc1cc2c(=O)n(-c3ccc(Br)cc3)cnc2s1
(4) C=CCOc1c(CNc2ccc3[nH]c(=O)[nH]c3c2)cccc1OC
(5) CC(C)OC(=O)/C(=C\c1ccc2c(c1)c1ccccc1n2C)NC(=O)c1ccccc1
(6) CCc1ccc(NC(=O)C2CCN(S(=O)(=O)c3ccc4[nH]c(=O)ccc4c3)CC2)cc1
Assay by compound	1	2	3	4	5	6
BoNT F protease	2	-18	-21	-7	-2	-3
PfHsp40 rescue	1.8	-0.5	0.0	13	2.6	-0.8
BoNT-A LC inh2	0.0	-0.5	-0.4	-1.6	0.4	1.0
Anthrax LF prot	-1	-4	1	-5	-6	4
Y pestis TopoI	22	38	-1	-8	3	-6
FadD28 FP inh	-1.9	-1.7	-0.5	0.6	1.3	3.2
CCHFV vOTU inh	5	31*	1	-11	0	4
PrPC surface inh	-1	3	-4	10	2	6
TcdB inh	-1.6	1.0	/	-1.7	/	0.1

(7) Cc1cc(C)cc(C(=O)NCC(=O)OCC(=O)N(C)c2ccccc2)c1
(8) COc1ccc(CCNC(=O)C(=O)NCC2OCCN2S(=O)(=O)c2ccc(C)cc2)cc1 (stereo not given)
(9) Cc1c(Cl)cccc1NC(=O)CC1NCCNC1=O (stereo not given)
(10) Cc1cc(C)c2oc(C(=O)N(Cc3ccccc3)C3CCS(=O)(=O)C3)cc(=O)c2c1 (stereo not given)
(11) CCC(C)NC(=O)CSc1nc2c(sc(=S)n2Cc2ccco2)c(=O)n1-c1ccccc1 (stereo not given)
(12) COc1cc(CN2CCNC(=O)C2CC(=O)N2CCCCO2)cc(OC)c1 (stereo not given)
Assay by compound	7	8	9	10	11	12
BoNT F protease	3	-1	-9	?	4	-3
PfHsp40 rescue	0.7	0.3	-0.2	-0.9	1.2	0.1
BoNT-A LC inh2	-0.2	0.0	-0.9	-0.4	0.3	-0.4
Anthrax LF prot	2	0	-1	-2	2	0
Y pestis TopoI	3	-8	-3	12	9	-2
FadD28 FP inh	-1.1	-1.6	-2.9	-1.2	-3.1	-1.6
CCHFV vOTU inh	3	-2	27	1	-5	-3
PrPC surface inh	9	7	-3	-4	-1	1
TcdB inh	-7.3	0.3	/	1.8	/	0.6

(13) CCN1CCCC1CNC(=O)C1CCN(C(=O)c2cc3sccc3n2Cc2ccc(F)cc2)CC1 (stereo not given)
(14) COc1ccccc1N(CC(=O)N/N=C(\C)c1ccc(F)cc1)S(=O)(=O)c1ccccc1
(15) CS(=O)(=O)N1CCN(c2ccccc2NC(=O)c2ccc3ccccc3c2)CC1
(16) Cc1cc(C)cc(N(CCC#N)C(=O)COC(=O)c2ccccc2SCC(=O)N2CCCC2)c1
(17) COc1ccc(-n2cnnc2SCC(=O)Nc2cc(C(C)(C)C)nn2-c2ccccc2)cc1
(18) CCOC(=O)c1[nH]n(-c2ccc(Cl)cc2)c(=O)c1C
Assay by compound	13	14	15	16	17	18
BoNT F protease	-5	10	-14	-4	3	3
PfHsp40 rescue	-1.0	-1.2	5.3	0.5	-0.3	-0.6
BoNT-A LC inh2	4.1	-0.5	0.1	-0.9	0.2	0.7
Anthrax LF prot	2	-4	-1	0	-4	0
Y pestis TopoI	-4	0	27	30	19	0
FadD28 FP inh	-2.2	-0.1	-4.1	-0.3	-1.4	-2.2
CCHFV vOTU inh	9	9	9	7	-5	12
PrPC surface inh	-12	0	-7	2	4	-2
TcdB inh	0.8	-7.6	/	-1.6	/	/

(19) CC1=CC(C)CC(C)OC(=O)CC(c2ccc(O)cc2)NC(=O)C(Cc2c(Br)[nH]c3ccccc23)N(C)C(=O)C(C)NC(=O)C(C)C1 (stereo not given)
(20) Cc1cc(C)c(NC(=O)CN2C(=O)NC3(CCOc4ccccc43)C2=O)c(C)c1 (stereo not given)
(21) O=C(COC(=O)c1cn(-c2ccccc2)nc1-c1cccs1)NC1CC1
(22) Cc1cccc(OC(C)C(=O)Nc2ccc(S(=O)(=O)N3CCCC3)cc2)c1 (stereo not given)
(23) Cc1ccc(NC(=O)CSc2n[nH]c(-c3ccncc3)n2)c(C)c1
(24) O=C(Nc1nccs1)c1ccc(NC(=O)c2ccco2)cc1
Assay by compound	19	20	21	22	23	24
BoNT F protease	11	-5	-1	-7	1	-6
PfHsp40 rescue	6.9	-1.0	-1.0	-0.7	-1.0	-1.3
BoNT-A LC inh2	0.4	0.3	0.0	-3.4	-0.6	-2.1
Anthrax LF prot	-2	-1	10	-2	0	-4
Y pestis TopoI	12	-2	12	-3	4	6
FadD28 FP inh	0.3	-1.3	-2.9	1.5	/	-4.6
CCHFV vOTU inh	18	-2	-5	-10	2	3
PrPC surface inh	32*	-2	5	-1	1	1
TcdB inh	1.7	/	/	-0.6	1.4	/

(25) COc1ccc(CN2C(=O)C(CC(=O)NCC3CCCCC3)CC(C(=O)N3CCOCC3)=C2C)cc1 (stereo not given)
(26) COc1cc(OC)cc(C(=O)NCCNC(=O)c2ccco2)c1
(27) CN(C)c1cccc(C(=O)NCC(c2ccco2)N(C)C)c1 (stereo not given)
(28) CCN(CC)C(=O)c1ccc(NC(=O)CN2CCc3cc(OC)c(OC)cc3C2)cc1
(29) CC1CCCCN1C(=O)CSc1nc(N)nc(N)n1 (stereo not given)
(30) Cc1onc(-c2ccccc2)c1C(=O)N1CCC(C)CC1
Assay by compound	25	26	27	28	29	30
BoNT F protease	1	3	-44	-24	9	0
PfHsp40 rescue	/	1.0	-0.2	-0.4	1.2	-0.1
BoNT-A LC inh2	-0.2	0.2	-2.6	-0.5	-0.6	0.2
Anthrax LF prot	2	-6	5	6	2	3
Y pestis TopoI	7	-7	0	1	3	-6
FadD28 FP inh	-3.2	-0.8	1.0	0.7	-1.5	1.8
CCHFV vOTU inh	3	8	-3	-10	-2	5
PrPC surface inh	-2	5	2	4	-6	5
TcdB inh	0.1	/	1.3	-6.2	1.1	/

(31) CC1=C(C(=O)O)N2C(=O)C(NC(=O)c3nn(C)cc3Cl)C2SC1 (stereo not given)
(32) CCC(C)C1=CC(=Nc2c(C)n(C)n(-c3ccccc3)c2=O)C=C(C(C)CC)C1=O (stereo not given)
(33) Cc1ccc(S(=O)(=O)N(C)c2ccc(OC(C)C(=O)N(C)c3ccccc3)cc2)cc1 (stereo not given)
(34) CCC(c1nnnn1Cc1ccco1)N1CCC(C(N)=O)CC1 (stereo not given)
(35) O=C(CSC1c2ccccc2-c2ccccc21)N/N=C/c1ccccc1C(=O)O
(36) O=C(NCCc1ccc(Cl)cc1)c1ccc2nc[nH]c2c1
Assay by compound	31	32	33	34	35	36
BoNT F protease	-1	-10	12	0	5	-4
PfHsp40 rescue	-1.9	-0.7	1.3	0.7	/	0.1
BoNT-A LC inh2	0.2	-0.1	-0.7	-0.3	-0.9	0.3
Anthrax LF prot	-4	-2	-2	-6	3	-5
Y pestis TopoI	6	-12	12	-1	5	3
FadD28 FP inh	-5.0	-3.7	1.9	-0.1	-0.8	-2.6
CCHFV vOTU inh	2	-2	-3	-3	-17	-8
PrPC surface inh	-6	5	14	-2	2	8
TcdB inh	/	0.6	1.9	-0.1	-0.3	-1.9

(37) CCOc1ccc2[nH]c3c(N4CCc5ccccc5C4)ncnc3c2c1
(38) COc1ccc(NC(=O)CSCC(=O)Nc2nnc(C)s2)cc1
(39) COc1cc(CNc2ncc(-c3ccc(Cl)cc3)n2C)cc(OC)c1OC
(40) CCCc1cc(=O)[nH]c(SCC(=O)Nc2ccc(Br)cc2)n1
(41) COCCCn1c(C)nnc1SCC(=O)NCc1ccco1
(42) NS(=O)(=O)c1cccc(NC(=S)NC(=O)c2cccc([N+](=O)[O-])c2)c1
Assay by compound	37	38	39	40	41	42
BoNT F protease	?	3	-7	-2	0	4
PfHsp40 rescue	/	-1.4	0.0	0.1	-1.7	-0.3
BoNT-A LC inh2	-6.0	5.2	-2.6	0.3	0.4	-0.6
Anthrax LF prot	-3	7	-4	-1	-1	-4
Y pestis TopoI	-2	6	5	3	8	1
FadD28 FP inh	-1.5	-1.6	-0.1	-2.8	0.7	-0.6
CCHFV vOTU inh	1	-1	0	3	-4	18
PrPC surface inh	17	5	-4	3	0	-15
TcdB inh	0.1	0.4	4.4	0.3	/	1.1

(43) CC[C@]12C(=O)N(C)C[C@H]([C@@H]3C(=O)N(C)C(=O)[C@@H]31)N2C(=O)c1ccc(F)cc1
(44) O=C(CSc1nnc(-c2ccccc2)o1)N1CCc2ccccc2C1
(45) O=[As](O)(O)c1ccc(N=Nc2ccc(O)cc2)cc1
(46) C(=NN1CCCCCC1)c1cccc2ccccc12
(47) Cc1cccc(OCC(=O)N(Cc2ccccc2)c2c(N)n(Cc3ccccc3)c(=O)[nH]c2=O)c1
(48) CC12CC(NC(=O)N1c1cccc(C(=O)N3CCN(c4ccccc4)CC3)c1)c1ccccc1O2 (stereo not given)
Assay by compound	43	44	45	46	47	48
BoNT F protease	-6	-5	?	-7	/	2
PfHsp40 rescue	0.3	-0.6	-0.4	0.8	-1.2	-0.3
BoNT-A LC inh2	-0.9	-0.1	-2.8	-1.6	/	0.3
Anthrax LF prot	-5	1	-7	-9	/	4
Y pestis TopoI	-5	20	-1	5	2	32
FadD28 FP inh	-2.1	-3.2	-1.8	-0.9	-1.4	-5.2
CCHFV vOTU inh	1	0	25	9	-2	3
PrPC surface inh	0	2	-18	-3	-1	-3
TcdB inh	-0.9	/	1.1	-0.5	1.8	/

(49) COc1cccc(/C=C/C(=O)NCc2ccc3c(c2)OCO3)c1
(50) C/C(=N\NC(=O)NC1CCCCC1)c1ccc(OC(F)F)cc1OC(F)F
(51) Cn1c(Cc2cccs2)n[nH]c1=S
(52) CCOC(=O)C1=C(C)N(C2CCCCC2)C(=O)C1
(53) O=C(c1ccccc1SCc1ccccc1)N1CCOCC1
(54) CC1(C)C(=O)N(c2ccccc2)C(=O)c2ccccc21
(55) O=C1CC2(CCCC2)Oc2ccccc21
(56) COc1cccc(OCc2cc(C(=O)N(Cc3nccn3C)C(C)C)no2)c1
Assay by compound	49	50	51	52	53	54	55	56
BoNT F protease	-21	-2	0	-8	1	4	5	-1
PfHsp40 rescue	-0.6	-0.6	0.0	0.1	0.7	0.0	-0.4	-1.1
BoNT-A LC inh2	-0.8	-0.4	0.2	0.1	0.3	-0.1	0.3	0.8
Anthrax LF prot	-10	-8	-2	1	2	-1	4	-1
Y pestis TopoI	14	32	-6	9	-4	-5	3	1
FadD28 FP inh	-1.4	-0.6	-4.7	-0.3	0.7	-1.0	-1.1	0.3
CCHFV vOTU inh	8	10	14	4	7	14	6	-9
PrPC surface inh	-5	11	4	-2	-4	-9	-1	-3
TcdB inh	-10	0.9	/	/	1.0	1.2	-0.3	2.8

In the list so far, 6 contain a furan ring, fused or not.
(11) CCC(C)NC(=O)CSc1nc2c(sc(=S)n2Cc2ccco2)c(=O)n1-c1ccccc1 (stereo not given)
(24) O=C(Nc1nccs1)c1ccc(NC(=O)c2ccco2)cc1
(26) COc1cc(OC)cc(C(=O)NCCNC(=O)c2ccco2)c1
(27) CN(C)c1cccc(C(=O)NCC(c2ccco2)N(C)C)c1 (stereo not given)
(34) CCC(c1nnnn1Cc1ccco1)N1CCC(C(N)=O)CC1 (stereo not given)
(41) COCCCn1c(C)nnc1SCC(=O)NCc1ccco1
Assay by compound	11	24	26	27	34	41
BoNT F protease	4	-6	3	-44	0	0
PfHsp40 rescue	1.2	-1.3	1.0	-0.2	0.7	-1.7
BoNT-A LC inh2	0.3	-2.1	0.2	-2.6	-0.3	0.4
Anthrax LF prot	2	-4	-6	5	-6	-1
Y pestis TopoI	9	6	-7	0	-1	8
FadD28 FP inh	-3.1	-4.6	-0.8	1.0	-0.1	0.7
CCHFV vOTU inh	-5	3	8	-3	-3	-4
PrPC surface inh	-1	1	5	2	-2	0
TcdB inh	/	/	/	1.3	-0.1	/
